Source: PubChem
PLC-gamma1 inh – inhibitors of human phospholipase C gamma1 | P19174 | purified PLC-gamma1, fluorogenic substrate, fluorescence | inhibition, % at 12.2 µM | hit rate 0.84% among 370,000 | AID 720700; in the data active = inhibition above about 9.5%
NR1D1 modulator – modulators of human Rev-erb alpha DNA binding; P20393; Rev-erbα–FITC-DNA binding, fluorescence polarization, 90 min; activity, % at 10 µM; hit rate 0.79% among 370,000;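 active = activity above about 14%, limit read from the data; passing the limit was not always enough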;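 note: 0% = DMSO wells with 35 nM protein and 100% = DMSO wells with 750 nM protein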
DAX1 inh-1 – inhibits human nuclear receptor DAX1; P51843; HEK293 Gal4-DAX1 luciferase reporter, luminescence; inhibition, % at 6.75 µM; hit rate 0.99% among 340,000; AID 504766;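 active = inhibition above the mean over all tested compounds plus 3 SD, cut at about 4.2% in these data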;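 note: 0% = DAX1-transfected cells with DMSO and 100% = empty-vector control cells with DMSO; inhibition shows as a rise in luminescence from relieved DAX1 repression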
ADAM17 inh – ADAM17 inhibition, QFRET primary screen. recombinant ADAM17, EDANS/DABCYL FRET peptide cleavage. hit rate 0.83% among 370,000. P78536. inhibition, % at 6.95 µM. AID 720648;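 active = inhibition above the mean of compounds lying between control limits plus 3 SD, set per campaign, cut at about 8.5% in these data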;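 note: 0% = DMSO-only wells as the low control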
Target sequence (P78536 215-824 limits assumed): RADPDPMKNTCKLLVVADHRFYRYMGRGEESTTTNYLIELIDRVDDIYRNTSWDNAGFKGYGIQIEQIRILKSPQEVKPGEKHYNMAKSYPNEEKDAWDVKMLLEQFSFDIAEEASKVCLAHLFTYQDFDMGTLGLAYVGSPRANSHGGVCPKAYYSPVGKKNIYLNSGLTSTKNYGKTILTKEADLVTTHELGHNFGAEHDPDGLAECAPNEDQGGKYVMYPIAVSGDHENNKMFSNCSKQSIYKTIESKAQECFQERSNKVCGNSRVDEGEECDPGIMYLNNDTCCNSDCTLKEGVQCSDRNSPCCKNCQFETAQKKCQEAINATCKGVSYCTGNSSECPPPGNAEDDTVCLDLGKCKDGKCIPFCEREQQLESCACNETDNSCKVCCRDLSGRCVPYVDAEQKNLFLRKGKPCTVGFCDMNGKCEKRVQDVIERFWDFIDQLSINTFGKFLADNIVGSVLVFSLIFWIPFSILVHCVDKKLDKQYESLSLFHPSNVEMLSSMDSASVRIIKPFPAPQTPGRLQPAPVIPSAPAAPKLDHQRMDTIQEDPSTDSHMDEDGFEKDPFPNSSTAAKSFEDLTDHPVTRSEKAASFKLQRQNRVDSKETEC
ssDAF-12 act – S. stercoralis DAF-12 activation, primary screen; activation, % at 6.8 µM; HEK293 ssDAF-12/GRIP1 lit1-tk-luc reporter, luminescence; % of 3 µM dafachronic acid response; hit rate 1% among 370,000;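 active = activation above the mean over all tested compounds plus 3 SD, cut at about 0.9% in these data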;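 note: 0% = DMSO-only wells and 100% = 3 µM delta7-dafachronic acid wells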
hgDAF-12 ag – activates the H. glycines DAF-12 receptor ligand-binding domain; AID 687014; activation, % at 6.8 µM; HEK293 GAL4-hgDAF12 UAS-luciferase reporter, agonist luminescence; normalized to butyrate control; hit rate 1.8% among 370,000;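 active = activation above a cutoff set at the mean of all screened compounds plus 3 SD, cut at about 10% in these data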;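 note: 0% = DMSO wells and 100% = sodium butyrate wells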
DAX1 inh-2 – inhibitors of DAX1 repression of SF-1 activated StAR promoter. HEK293T StAR-luciferase reporter, SF-1/DAX-1 repression relief. inhibition, % at 6.8 µM. hit rate 1.1% among 370,000. AID 652010;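 active = inhibition above the mean over all tested compounds plus 3 SD, cut at about 3.6% in these data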;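 note: 0% = DAX-1 cells with DMSO and 100% = cells lacking DAX-1 with DMSO; higher inhibition means more luminescence from relief of DAX-1 repression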
MBD2 DNA inh – inhibitors of human MBD2 binding to methylated oligonucleotide; Q9UBB5; inhibition, % at 4.4 µM; AID 686964; TR-FRET; hit rate 0.31% among 370,000; in the data active = inhibition above about 13%
Target sequence (Q9UBB5 whole entry, looked up): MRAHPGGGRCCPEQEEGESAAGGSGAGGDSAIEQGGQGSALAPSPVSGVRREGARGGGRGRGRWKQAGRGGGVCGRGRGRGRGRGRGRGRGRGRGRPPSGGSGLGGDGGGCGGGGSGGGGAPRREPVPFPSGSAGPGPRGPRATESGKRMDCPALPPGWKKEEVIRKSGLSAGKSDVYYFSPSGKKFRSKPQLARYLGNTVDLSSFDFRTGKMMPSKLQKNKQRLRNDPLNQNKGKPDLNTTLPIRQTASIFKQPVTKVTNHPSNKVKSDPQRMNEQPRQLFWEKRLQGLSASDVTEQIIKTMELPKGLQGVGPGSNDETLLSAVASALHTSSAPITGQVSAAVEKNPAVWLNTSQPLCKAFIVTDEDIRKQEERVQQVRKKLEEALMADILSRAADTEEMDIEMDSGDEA
hcDAF-12 act – H. contortus DAF-12 activation, primary screen; HEK293 hcDAF-12 lit1-tk-luc reporter, luminescence; 0% DMSO, 100% Δ7-dafachronic acid; activation, % at 6.8 µM; hit rate 1.4% among 370,000; AID 652067;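 active = activation above the mean of all tested compounds plus 3 SD, cut at about 5.5% in these data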;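 note: 100% = response to 3 µM Δ7-dafachronic acid high control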
SMARCA2 act – SMARCA2 function activation, primary screen; MG213 cells, MMTV-luciferase reporter, dexamethasone, overnight; activation, % at 9.1 µM; hit rate 1% among 370,000; in the data active = activation above about 7.8%;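 note: 0% = vehicle wells and 100% = reference activator wells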
PLCb3 inh – inhibitors of human phospholipase C beta3; Q01970; Purified PLC-beta3, fluorogenic substrate, fluorescence; inhibition, % at 12.2 µM; hit rate 0.18% among 370,000; in the data active = inhibition above about 11%;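 note: 0% = median of compound wells on plate and 100% = full blocker control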
Active calls of the source: *; . = not tested or not shown.

Under each structure – PLC-gamma1 inh	NR1D1 modulator	DAX1 inh-1	ADAM17 inh	ssDAF-12 act	hgDAF-12 ag	DAX1 inh-2	MBD2 DNA inh	hcDAF-12 act	SMARCA2 act	PLCb3 inh
1: Cc1cc(-c2ccccc2)nc(Nc2nc3c(C)cccc3c(=O)[nH]2)n1
  -1	-16	2.0	-5	-1.6	2.3	-0.2	4	1.6	-3	-7
2: Cc1ccc(-n2ncc3c2CCCC3NC(=O)CCN2CCCC2=O)cc1C (stereo unspecified)
  1	6	-0.2	0	-0.2	-0.1	-1.7	0	-1.4	-1	-5
3: O=C1CCN(C(=O)Nc2ccccc2)N1
  0	1	0.0	-2	-1.4	-1.1	0.2	1	0.8	1	2
4: NC(=O)CC(NC(=O)c1ccc(Br)cc1)c1ccc(N2CCN(c3ccccn3)CC2)c([N+](=O)[O-])c1 (stereo unspecified)
  1	-3	-0.2	0	-1.1	1.9	-0.7	1	-2.1	-2	-3
5: COCCCN1C(=O)[C@H](CC(=O)N2CCSCC2)[C@]2(C(=O)OC)CCCCC=C12
  -3	10	.	-3	-1.1	0.7	-0.4	1	0.2	-4	0
6: CCn1cc(CN2CCC(n3nccc3NC(=O)C3CCCC3)CC2)cn1
  3	6	1.2	-4	-1.1	0.6	-0.1	5	1.2	-4	-6
7: Cc1noc(/C=C/N(C)C)c1S(=O)(=O)N1CCCC(C(=O)NCc2ccco2)C1 (stereo unspecified)
  -19	-1	-0.1	1	-1.1	1.9	0.2	-3	0.8	-1	-19
8: CC1Cc2cc(/C=C3/SC(=S)N(C)C3=O)ccc2O1 (stereo unspecified)
  -1	3	.	-6	-1.7	0.8	0.1	-1	0.8	-1	-8
9: N#Cc1cc(-c2ccccc2)oc1/N=C/c1ccccc1O
  -7	-1	1.3	-35	-1.1	-1.5	-0.6	-5	-2.2	2	-9
10: COc1ccc(-c2nc(N)nc(C)c2-c2ccc(Cl)cc2)c(O)c1
  -12	11	-1.6	4	-0.7	0.0	-0.6	-7	-1.9	-1	-21
11: CCOc1ccc(NC(=O)CCN2CCN(c3ccccc3)CC2)cc1
  4	7	1.1	5	-1.5	-1.5	0.0	2	-1.4	0	3
12: S=c1[nH]nc(-c2ccccc2Cl)n1CC1CCCO1 (stereo unspecified)
  2	3	0.8	-1	-1.4	-1.3	1.0	-3	-0.7	0	5
13: O=C(Cn1ncc(Cl)c(Cl)c1=O)NC(=O)NC1CCCCC1
  1	-2	-0.1	-2	-1.4	-8.1	-3.8	-1	-0.3	-11	-8
14: CN(C(=O)COC(=O)c1cccnc1Cl)C1CCCCC1
  1	-6	0.7	5	0.0	4.2	4.5*	-8	3.5	3	6
15: CCOc1ccc(C(=O)N[C@H](C(=O)Nc2cccc(S(=O)(=O)N3CCOCC3)c2)C(C)C)cc1
  4	8	-0.8	-2	-0.7	0.0	-1.1	1	-0.7	-1	0
16: CN(C)/C=C(\C#N)S(=O)(=O)c1ccccc1
  -1	-5	2.0	-1	-1.8	-0.5	-0.1	-5	-1.8	-1	2
17: O=C(CNCC1CCCO1)N1CCN(S(=O)(=O)c2ccc3ccccc3c2)CC1 (stereo unspecified)
  2	8	0.8	1	-1.0	-0.8	0.7	0	-0.9	2	7
18: COc1ccc(-c2[nH]ncc2-c2csc(C)n2)c(O)c1
  -3	1	0.8	-3	-0.3	-4.6	0.1	1	-0.4	-4	-3
19: Cc1ccc(CNC(=O)c2cccc3c2C(=O)c2ccc(N4CCC(C)CC4)cc2S3(=O)=O)cc1
  -23	2	0.6	1	-1.1	2.5	-0.4	2	2.9	-1	-39
20: COc1ccc(N2CCN(CCNS(=O)(=O)c3ccc(Cl)s3)CC2)cc1
  -3	-7	.	-1	-0.9	2.5	-1.3	-5	0.3	1	-3

Under each structure – PLC-gamma1 inh	NR1D1 modulator	DAX1 inh-1	ADAM17 inh	ssDAF-12 act	hgDAF-12 ag	DAX1 inh-2	MBD2 DNA inh	hcDAF-12 act	SMARCA2 act	PLCb3 inh
21: O=C1CC[C@@H](C(=O)N2CSC[C@@H]2C(=O)Nc2ccc(C(F)(F)F)cc2)N1
  -1	2	0.1	-3	-0.8	1.8	-0.2	-1	0.3	-3	1
22: c1ccc(CC2CCN(c3nc4ccccc4n4cnnc34)CC2)cc1
  -15	4	1.8	-3	-1.5	-4.0	1.0	1	-1.9	-2	-17
23: COc1cc(NC(=O)CCCC(=O)OCC(F)(F)C(F)F)nc(OC)n1
  0	6	0.0	-5	-1.1	-1.1	0.7	5	0.8	-2	-3
24: COc1cc(C(=O)OCc2cccc(OC)c2OC)ccc1OCC(=O)N1CCOCC1
  -1	0	1.4	-1	-1.1	-0.5	-0.1	-3	0.5	-3	-3
25: Cc1onc(-c2c(Cl)cccc2Cl)c1C(=O)N=S(C)(=O)c1ccccc1 (stereo unspecified)
  3	9	.	-2	-1.2	1.6	-0.3	1	0.2	4	-3
26: COc1ccc(CNCC(O)COc2cccc3c2OC(C)(C)C3)cc1 (stereo unspecified)
  1	-3	-1.9	0	-2.0	-6.2	-2.0	3	-3.3	-4	-4
27: COCCCNC(=O)C[C@H]1C[C@@]2(C(=O)OC)C(=C[C@H](C(C)C)O[C@@H]2C2CC2)N(CCc2ccc(OC)c(OC)c2)C1=O
  6	-6	.	2	-1.7	3.0	1.0	-2	0.8	-2	2
28: CC1CCCCN1S(=O)(=O)c1coc(C(N)=O)c1 (stereo unspecified)
  4	-5	1.7	6	-1.2	0.4	0.0	-4	-0.6	-2	2
29: CCOc1ccc(/C=C(\C#N)C(=O)c2c(C)[nH]c3ccccc23)cc1OC
  -4	2	-0.8	3	-1.2	0.3	0.2	-1	-1.8	-2	0
30: Cc1ccc(S(=O)(=O)Cc2ccc(C(=O)N3CCN(c4ccccn4)CC3)o2)cc1
  -3	-5	4.7*	-1	-1.7	0.5	0.0	3	-0.7	-1	0
31: Cc1ccc(C)c(OCCC(=O)NNC(=O)c2ccncc2)c1
  -1	-5	-0.8	0	0.1	-0.9	-0.3	0	-1.1	-2	-8
32: Cc1ccsc1C(=O)N(c1nc2ccccc2s1)c1c(C)cccc1C
  5	6	-0.6	0	-1.4	-2.0	-1.0	1	-1.7	2	1
33: CCNc1nc(NCC)n2c(SCC(=O)c3ccc(C(C)C)cc3)nnc2n1
  3	1	-1.0	2	-1.2	-0.8	0.0	1	-2.0	-3	2
34: O=Nc1c2nc3ccccc3n(O)c-2c2ccccc12
  -111	.	0.7	0	-0.8	5.1	1.0	-5	1.2	8.0*	-130
35: Cc1c(C(C)C)c(=O)n(-c2ccc(S(=O)(=O)NCc3ccccc3)cc2)n1C
  1	0	-2.1	0	-2.4	-7.0	-2.4	-1	-3.6	-5	-1
36: NCCc1nnc(SCC(N)=O)o1
  7	0	-1.6	2	-0.7	1.3	0.3	-6	0.0	3	3
37: Cc1ccc(S(=O)(=O)Nc2cc(C(=O)O)ccc2N2CCCCC2)cc1
  -2	0	-0.9	-1	-0.9	1.0	-0.4	-1	-1.1	-2	1
38: COc1ccc(NC(=O)C2(C)CCCN2C(=O)C(C)C)cc1OC (stereo unspecified)
  3	-7	.	0	-0.7	4.1	0.2	-5	0.7	7	7
39: O=C(NNS(=O)(=O)c1ccc(F)cc1)c1ccccc1F
  -4	4	0.2	-6	-1.3	2.9	-0.4	0	-1.0	0	-4
40: CCn1c(SCC(=O)N/N=C/c2cc(OC)c(OC)c(OC)c2)nc2ccccc21
  2	-5	-1.4	0	-2.5	-3.8	-1.6	-3	-1.7	-5	5

Printed as active in DAX1 inh-2, of those listed so far:
entry | SMILES | PLC-gamma1 inh | NR1D1 modulator | DAX1 inh-1 | ADAM17 inh | ssDAF-12 act | DAX1 inh-2 | MBD2 DNA inh | hcDAF-12 act | SMARCA2 act | PLCb3 inh
14 | CN(C(=O)COC(=O)c1cccnc1Cl)C1CCCCC1 | 1 | -6 | 0.7 | 5 | 0.0 | 4.5* | -8 | 3.5 | 3 | 6

(list continues)
Under each structure – PLC-gamma1 inh	NR1D1 modulator	DAX1 inh-1	ADAM17 inh	ssDAF-12 act	hgDAF-12 ag	DAX1 inh-2	MBD2 DNA inh	hcDAF-12 act	SMARCA2 act	PLCb3 inh
41: Cc1cccc(OCc2nnc(SCC(=O)N3c4ccccc4Sc4ccc(Cl)cc43)o2)c1
  2	1	0.1	2	-1.2	0.7	0.0	-2	-0.8	4	3
42: CC1Cc2ccccc2N1C(=O)c1ccc2snnc2c1 (stereo unspecified)
  1	1	0.2	-3	-1.3	0.3	-0.7	3	-1.7	-3	-1
43: CCc1ccccc1NC(=O)CNC(=O)c1cccc(S(=O)(=O)N2CCN(Cc3ccccc3)CC2)c1
  -2	0	-0.4	-1	-1.1	1.0	-1.5	-3	-1.7	-3	-5
44: O=C(CSc1nc2c(oc3ccccc32)c(=O)n1CC1CCCO1)NCc1ccccc1 (stereo unspecified)
  0	15	0.2	-5	-1.4	0.4	0.6	4	-0.7	-3	-3
45: Cc1ccc(OCCn2c(C3CC(=O)N(Cc4ccccc4)C3)nc3ccccc32)cc1 (stereo unspecified)
  6	-3	-0.4	3	-1.4	0.0	-0.2	0	-0.6	-6	7
46: CC(C)C[C@@H]1COc2cccc(NC3CC3)c2S(=O)(=O)N1
  0	9	.	0	-1.4	-1.6	-0.8	3	-2.4	-1	0
47: CC(NS(=O)(=O)c1ccc2ccccc2c1)c1ccccn1 (stereo unspecified)
  5	7	-0.3	-5	-0.8	0.4	-0.2	-4	-0.5	-3	-5
48: Cc1cccc(C(C)C)c1NC(=O)CSc1nncn1C
  3	-2	0.0	-2	-0.9	-0.2	-0.2	1	-2.0	3	1
49: Cc1onc(-c2c(F)cccc2Cl)c1C(=O)c1ccccc1O
  0	9	-2.6	0	0.5	2.1	-0.8	-6	3.3	0	-9
50: CCOc1cc(NC(=O)c2ccco2)c(OCC)cc1NC(=O)CCc1ccccc1OC
  -9	2	-2.0	-4	-2.0	-2.9	-2.2	0	-2.8	1	-12
51: COc1ccc([N+](=O)[O-])cc1NC(=O)COC(=O)c1ccccn1
  4	-4	1.6	0	-0.8	1.0	-0.2	-3	0.7	-1	2
52: CCc1cccc(CC)c1-n1c(SCc2cc(=O)n3ccsc3n2)nnc1-c1cccnc1
  -4	1	1.7	-7	0.0	-3.0	-0.8	2	-1.3	-4	-5
53: CCN(C[C@H]1N[C@@](CC)(C(=O)OC)[C@H]2C(=O)N(Cc3ccccc3)C(=O)[C@@H]12)C(=O)Nc1ccc(OC)cc1
  4	7	0.9	-8	-0.8	6.1	-0.1	7	2.6	-2	-3
54: CCOC(=O)CSc1ncnc2c1cnn2-c1ccccc1
  -2	-6	-0.7	2	-0.7	-1.2	0.3	-2	-2.5	8	0
55: CC1CCCC(C)N1C(=O)Cn1c(SCC(=O)Nc2ccc3c(c2)OCO3)nc2ccccc21 (stereo unspecified)
  1	-3	0.1	-4	-1.1	-2.0	0.0	-2	-0.1	-1	-1
56: O=C(NCC1CCCO1)c1ccc2c(=O)n(CC3CCCO3)c(SCC(=O)N3CCCC3)nc2c1 (stereo unspecified)
  2	-1	-0.7	-4	-1.5	0.0	-0.2	1	-0.8	0	-2
57: CCOC(=O)N1CCN(C(=O)CN(C2CCCCC2)S(=O)(=O)c2ccc(Cl)cc2)CC1
  2	-2	-0.5	-1	-1.2	-0.7	0.1	0	1.9	-2	2
58: C=CCC[C@H](Cc1ccc(F)cc1)C(=O)OC[C@H](Cc1c[nH]c2ccccc12)NC(=O)[C@@H](CC=C)CC(=O)NCCO
  12*	3	0.2	8	-1.7	-6.7	-0.9	7	-2.7	-1	2
